AmpC inh detg – AmpC beta-lactamase inhibition with detergent present; hit rate 0.041% among 370,000; P00811; AmpC hydrolysis of nitrocefin, absorbance 480 nm, 0.01% Triton; Potency, µM (series often up to 114 µM), inactives show top-dose activity change, negative = inhibition, hits mostly inhibitors;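 further: potency means the concentration at half of the fitted maximal effect; 0% = no-compound wells and -100% = no-enzyme wells; nearly all actives have a fitted effect of over 25% in size; some results filed as inactive show a strong effect at the top dose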
Target sequence (P00811 whole entry, looked up): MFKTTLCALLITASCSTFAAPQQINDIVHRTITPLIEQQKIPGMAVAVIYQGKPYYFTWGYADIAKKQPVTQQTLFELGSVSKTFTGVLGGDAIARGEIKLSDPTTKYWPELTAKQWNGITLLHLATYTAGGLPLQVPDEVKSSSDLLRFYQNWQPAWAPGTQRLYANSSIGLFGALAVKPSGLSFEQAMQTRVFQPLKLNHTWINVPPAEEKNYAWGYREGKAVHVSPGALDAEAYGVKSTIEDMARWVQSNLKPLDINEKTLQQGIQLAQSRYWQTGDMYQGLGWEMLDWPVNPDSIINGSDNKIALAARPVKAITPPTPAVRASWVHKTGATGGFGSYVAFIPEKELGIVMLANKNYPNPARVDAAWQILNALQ
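AmpC (5.3 nM in the dispensed reagent) in 20 mM phosphate pH 7.0 with 0.01% (detergent screen) or 0.0001% Triton X-100 was preincubated with compounds for 15 min at room temperature. Nitrocefin was then added from an 800 uM solution, and hydrolysis was followed at 480 nm.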
Shiga inhibitor – blocks Shiga toxin action in Vero cells. inhibition, % at 38.7 µM. AID 2315. Vero cells, Shiga toxin protein synthesis inhibition reporter. hit rate 9.2% among 290,000; in the data active means inhibition mostly above about 28%, no sharp cut-off; inactive means mostly below about 43%; further: 0% is about no effect
FBPA Giardia inh – blocks Giardia fructose-bisphosphate aldolase activity; Potency, µM (doses to about 59.6 µM), for inactives: top-dose activity, negative = inhibition, usual class: inhibitors; purified Giardia FBPA; AID 2451; A8B2U2; hit rate 0.71% among 290,000; further: potency means the concentration at half of the fitted maximal effect; on the % scale 0 is the no-effect control and ±100 the full control effect; nearly all actives have a fitted effect of over 55% in size
Target sequence (A8B2U2 whole entry, looked up): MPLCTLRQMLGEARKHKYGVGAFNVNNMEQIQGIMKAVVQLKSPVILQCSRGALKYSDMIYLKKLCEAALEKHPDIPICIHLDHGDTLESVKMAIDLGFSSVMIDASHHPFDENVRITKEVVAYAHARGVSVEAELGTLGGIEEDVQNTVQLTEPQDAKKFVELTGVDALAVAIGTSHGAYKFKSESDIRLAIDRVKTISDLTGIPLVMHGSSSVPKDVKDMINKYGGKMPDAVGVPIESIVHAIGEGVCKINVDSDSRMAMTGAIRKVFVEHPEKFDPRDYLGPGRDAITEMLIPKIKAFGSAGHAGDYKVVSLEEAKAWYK
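Giardia FBPA (40 nM reagent) was preincubated 10 min at RT with compound (up to 57.5 uM final), then substrate plus GAPDH/TPI/NAD/arsenate coupling system with diaphorase/resazurin was added; resorufin fluorescence (525/598 nm) was read after 20 min.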
AmpC inh no detg – AmpC beta-lactamase inhibition without detergent; hit rate 0.52% among 330,000; Potency, µM (titrated, usually from 57.1 µM), for the others: at the top dose activity change, negative = inhibition, most hits filed as inhibitors; AmpC nitrocefin hydrolysis, absorbance 480 nm, 0.0001% Triton;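 further: potency means the concentration at half of the fitted maximal effect; plate controls were no compound for no effect and no enzyme for full effect; nearly all actives have a fitted effect of over 20% in size; some results filed as inactive show a strong effect at the top dose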
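20 mM phosphate pH 7.0 + 0.01% (detergent screen) or 0.0001% Triton X-100; 5.3 nM AmpC reagent; cpd preinc 15 min RT; nitrocefin (800 uM stock) to start; A480 q20 s × 4 min; Activity was normalised to no-enzyme and no-compound control wells.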
CHX counter – affects cycloheximide protein synthesis inhibition readout, counter-screen | cell reporter, cycloheximide protein synthesis inhibition counterscreen | max response, % | hit rate 12% among 300,000; in the data active means max response mostly above about 13%, no sharp cut-off; inactive means mostly below about 14%; further: read at 38.3 µM for the half of the compounds with a filed dose; 0% is about no effect
HCMV antiviral – human cytomegalovirus inhibition | HFF cells, HCMV-luciferase reporter, 72 h; stronger effect = lower value | activity change, negative = inhibition, % at 57.5 µM | hit rate 4.5% among 410,000 | AID 1259415; in the data active means activity change below about -60%; inconclusive means no clear call, values can overlap the other calls; inactive means above about -39%; further: on the % scale 0 is the no-effect control and ±100 the full control effect
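HFF cells seeded 16 h at 37C, treated with compounds, infected with luciferase-reporter HCMV at MOI 1 PFU/cell; luciferase read at 72 h post infection, normalized to buffer-only and Salinomycin controls.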
AMA1-RON2 inh – AMA1-RON2 (P. falciparum) interaction inhibition; AlphaScreen AMA1-biotinylated RON2 peptide binding; Potency, µM (highest dose often 58.2 µM), for inactives: at the top dose activity change, negative = inhibition, hits mostly inhibitors; hit rate 0.2% among 360,000; AID 720542;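 further: potency means the concentration at half of the fitted maximal effect; 0% = vehicle wells and -100% = peptide control; nearly all actives have a fitted effect of over 45% in size; some results filed as inactive show a strong effect at the top dose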
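AMA1 (3D7) with his tag at 25 nM final met compounds first, then biotinylated RON2 peptide at 25 nM; detection used donor plus acceptor beads, 10 µg/mL apiece, read by AlphaScreen after 30 min at room temperature.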
An asterisk follows results filed as active; u = inconclusive; x = no result given; + = active, no number; & = joins results of further samples; [ ] = another dose, or the depositor's remark. Unless noted, the call rests on the fitted dose curve; in most records, active means well fitted curve in the direction sought with a large enough effect; inconclusive means small, poorly fitted or top-dose-only effect, or another doubt; inactive means no such curve, though single readings can be large; an effect the other way counts as inactive or inconclusive.

#	compound	AmpC inh detg	AmpC inh no detg	Shiga inhibitor	HCMV antiviral	AMA1-RON2 inh	FBPA Giardia inh	CHX counter
1	C=C(C=O)CC1CC(O)[C@]2(C)OC3C[C@@H]4OC5C[C@]6(C)O[C@]7(C)CCC8OC9C[C@]%10(C)OC(/C(C)=C\CO)C(O)CC%10OC9CC(C)C8OC7CC6O[C@]5(C)C/C=C\C4OC3CC2O1 (stereo partly specified)	1.5%	266.8%[activator]	x	x	-7.6%	x	x
2	Cc1oc(-c2ccoc2)nc1CN(Cc1ccccc1)CC1CC1	6.7%	8.0%	-2.4	-15.0	2.9%	-0.4%	-3.0
3	COc1cccc(Nc2nc3ccccc3c(=O)[nH]2)c1	1.8%	10µM*	22.8	-12.5	-4.7%	-6.8%	8.5
4	Cc1ccc(S(=O)(=O)c2cc3c(=O)n4cccc(C)c4nc3n(Cc3ccncc3)c2=N)cc1	1.4%	-13.5%	-4.6	x	-16.4%	x	1.0
5	Cc1nc(C)n(CCNS(=O)(=O)c2ccccc2)n1	-3.7%	-1.3%	-17.0	-13.2	-10.0%	-3.5%	-7.2
6	CC1CC(C)(C)CC2(C1)NC(=O)N(CC(=O)NC1CCCc3ccccc31)C2=O (stereo unspecified)	u	-6.6%	16.9	34.7	-0.7%	7.1%	-0.2
7	O=c1c2ccccc2c(-c2ccccc2)nn1-c1ccccc1	-4.3%	-11.2%	11.8	6.3	-14.4%	4.9%	-2.2
8	COC(=O)/C(=N/Nc1ccccc1Cl)Sc1nnc(C(O)c2ccccc2)n1-c1ccccc1 (stereo unspecified)	u	34.3%	-5.2	u	1.4%	3.5%	-2.0
9	O=C(NC(=S)Nc1ccc(Cl)c(C(=O)O)c1)c1ccc(OCc2ccccc2)cc1	-4.1%	-37.1%	-0.9	-11.0	71.9%[activator]	-8.2%	11.8
10	COc1cc(C2CC(=O)Oc3c(C(CCN4CCOCC4)c4ccc(N(C)C)cc4)c(OC)cc(OC)c32)cc(OC)c1OC (stereo unspecified)	0.0%	222.8%[activator]	-2.6&4.2	46.7	u	-3.5%&0.5%	-1.7&-5.8
11	CCCN(CCC)Cc1c(C(=O)N/N=C/c2c[nH]c3ccccc23)nnn1-c1nonc1N	u	66.8%[activator]	-16.5	40.9	15.3%	-5.5%	-4.0
12	Cn1c(C(=O)OCC(=O)NCCc2ccccc2)cc2sccc21	-5.8%	-13.2%	7.2	-16.7	-3.6%	2.7%	-2.7
13	CC(=O)Nc1ccc(N(C(=O)c2ccco2)C(C(=O)NC2CCCC2)c2ccncc2)cc1 (stereo unspecified)	-11.2%	-3.2%	-4.7	-4.9	-0.5%	16.0%	-3.9
14	CSc1ccc(CN2CCN(S(=O)(=O)Cc3ccccc3)CC2)cc1	3.0%	26.2%	-11.5	-29.6	7.1%	x	12.1
15	Nc1ncnc2nc(Sc3ccc(Cl)cc3)[nH]c12	-10.0%	-13.2%	-6.9	-13.6	1.7%	-11.0%	-3.5
16	COc1ccc(C(=O)N(CCCO)Cc2cc3c(C)ccc(C)c3[nH]c2=O)cc1OC	-2.3%	54.8%	2.2	u	-2.6%	-1.5%	-0.8
17	COc1ccc(OC)c(CCNC(=O)C2CCN(c3nnc(-n4cccc4)s3)CC2)c1	-9.3%	61.0%[activator]	3.9	-21.2	-7.6%	2.3%	0.3
18	COC(=O)c1ccc(CNC(=O)C(C)N=C2NS(=O)(=O)c3ccccc32)cc1 (stereo unspecified)	u	-12.3%	x	-14.5	0.1%	x	x
19	Cc1occc1C(=O)NCc1cccc(CNC(=O)c2ccoc2C)c1	-17.1%	-29.3%	14.0	x	0.0%	3.1%	-0.9
20	Nc1nccnc1C(=O)OCC(=O)c1ccc[nH]1	-11.2%	-0.6%	x	4.4	5.7%	x	x
21	NS(=O)(=O)c1ccc(NC(=O)COC(=O)c2cc(Cl)ccc2[N+](=O)[O-])cc1	-5.0%	-43.6%	-2.0	u	2.3%	-0.3%	-2.5
22	CCN(CC)c1ccc(CNc2nc3ccccc3n2CC)cc1	7.4%	12.2%	-12.8	u	u	6.2%	1.5
23	O=C(COC(=O)c1c[nH]c2ccccc12)Nc1ccccc1	x	-22.8%	x	-6.9	15.7%	x	x
24	Cc1cccc(C2=N[C@@H](Cc3ccccc3)CO2)c1	x	x	+	x	x	0.7%[89.2 µM]	49.0*
25	COCCNC(=O)C(c1ccc(C)cc1)N(C(=O)CCC(=O)Nc1ccccn1)c1ccc(F)cc1 (stereo unspecified)	3.1%	144.6%[activator]	10.2	-0.5	-3.2%	4.0%	-4.5
26	NC(=O)c1ccsc1NC(=O)COC(=O)CNC(=O)c1ccc(Cl)cc1	x	-20.0%	x	3.2	6.0%	x	x
27	CC(C)c1ccc(NC(=O)[C@@H](C)NC(=O)[C@@H]2Cc3ccccc3CN2)cc1	-0.8%	14.7%	12.2	x	8.4%	x	10.3
28	CCCCCCC(=O)N/N=C(\C)Cc1ccccc1	-0.5%	-19.8%	-11.4	15.8	82.5%[activator]	4.2%	-4.5
29	O=C(/C=C/c1cccc(F)c1)Nc1ccc(S(=O)(=O)Nc2ncccn2)cc1	-2.9%	11.2µM*	11.5	-27.0	1.1%	7.4%	-1.5
30	COc1ccccc1-n1cnnc1SCC(=O)N1CC(=O)Nc2ccccc21	-2.0%	-15.5%	-10.1	20.2	2.5%	4.4%	7.8
31	Cc1cc2ccccc2n1CCNC(=O)c1ccc(S(=O)(=O)N2CCCCC2)cc1	9.8%	1.0%	12.6	42.9	-13.1%	-29.7%	-2.3
32	CC(NC(=O)c1sc2cc([N+](=O)[O-])ccc2c1Cl)C(C)(C)C (stereo unspecified)	-6.9%	-13.6%	1.9	-26.5	-23.3%	-0.7%	-1.8
33	CC(Cl)C(=O)NNc1cccc(Cl)n1 (stereo unspecified)	1.1%	-6.1%	-3.2	35.0	11.7%	-14.9%	19.2
34	COc1ccc(C(=O)CN2CCN(S(=O)(=O)c3cccc([N+](=O)[O-])c3)CC2)cc1	-13.7%	-2.3%	-3.1	-27.4	5.3%	-15.9%	13.9
35	CC(C)(C)C(=O)NC1CCN(C(=O)N2CCCC2)CC1	u	-14.9%	-3.6	31.0	-4.5%	4.3%	-0.7
36	CCOc1ccc2[nH]c(C)c(CN3CCN(C)CC3)c(=O)c2c1	1.9%	-10.3%	-9.5	-28.3	-1.5%	3.0%	-6.6
37	Cc1ccc(/C=C/C(=O)OCc2nc(N)nc(Nc3ccccc3C)n2)o1	-18.2%	-28.7%[11.4 µM]	-6.7	18.3	-11.6%	-3.5%	-2.3
38	COc1ccc(C2C(C(=O)c3sc(C)nc3C)=C(O)C(=O)N2CCCn2ccnc2)cc1OC (stereo unspecified)	-9.5%	-7.1%	-10.2	-17.2	5.4%	-20.3%	-3.1
39	O=C(Nc1nc2c(Cl)ccc(Cl)c2s1)C1CC1	-10.1%	-20.3%	4.6	16.2	-4.5%	-3.1%	0.9
40	O=C(NCc1ccco1)C(=O)NCC1OCCN1S(=O)(=O)c1cc(F)ccc1F (stereo unspecified)	-9.8%	-7.1%	-5.4	-32.6	-2.3%	-0.3%	3.6
41	CC(C)[C@H](NC(=O)OCc1ccccc1)C(=O)OCC(=O)N1CCN(c2ccc(F)cc2)CC1	-13.0%	68.3%[activator]	x	-10.7	-0.9%	x	x
42	CCN(CC(=O)Nc1c(F)cccc1F)C(=O)CSc1nc(C)cc(C)n1	8.4%	-0.1%	11.2	-5.9	-11.6%	x	-1.7
43	O=C(COc1ccc(S(=O)(=O)N2CCCC2)cc1)NCc1ccccn1	-2.9%	-2.3%	-8.4	7.2	5.6%	4.6%	-4.8
44	Cc1noc(C)c1S(=O)(=O)N1CCC(C(N)=O)CC1	-8.5%	-11.8%	-4.5	-2.5	0.0%	x	-2.1
45	Cc1ccc(NC(=O)COC(=O)CC2CC3CCC2C3)cc1S(=O)(=O)N1CCOCC1 (stereo unspecified)	x	24.6%	x	-13.9	6.3%	x	x
46	CCOCCn1c(-c2ccc(OC)cc2)nc2ccccc21	-1.2%	-0.9%	29.1	14.7	0.0%	-0.7%	21.6
47	O=C(COc1ccccc1Cl)NC(=S)Nc1cccc(NC(=O)c2ccccc2Cl)c1	-13.6%	-0.3%	2.5	u	22.8%	-1.3%	12.9
48	O=C(CSc1cccc2cccnc12)NCc1ccco1	-12.2%	-7.7%	0.3	77.0	-1.8%	-19.6%	4.5
49	COc1cc(C(=O)OCC(=O)Nc2ccc(N3CCOCC3)cc2)ccc1OCC(C)C	-1.1%	-16.5%	x	-26.0	-4.8%	x	x
50	COc1cc(NC(=O)C2Cc3ccccc3CN2S(C)(=O)=O)cc(OC)c1 (stereo unspecified)	-14.6%	-13.8%	-3.7	-5.1	10.6%	-3.7%	1.7
51	O=C(Nc1cccc(NC(=O)C2CCCO2)c1)c1ccco1 (stereo unspecified)	-2.0%	-6.6%	-5.9	-19.5	7.7%	3.8%	8.0
52	CCN(CC(=O)NCc1cccs1)S(=O)(=O)c1c(F)cccc1F	0.0%	-5.3%	x	-1.8	2.3%	x	x
53	COC(=O)c1cc(COc2ccc3c(c2)oc(=O)c2ccccc23)c(C)o1	6.0%	-25.6%	-6.6	13.9	-0.9%	-3.1%	-4.0
54	CCOc1ccc(N2C(=O)CC(Sc3nnnn3-c3ccccc3)C2=O)cc1 (stereo unspecified)	-14.2%	2.5%	20.7	-2.7	-3.7%	5.9%	18.0*
55	CCc1ccc(OCC(=O)N2CCN(CC(=O)Nc3ccccc3Cl)CC2)cc1	3.7%	131.0%[activator]	x	11.8	1.3%	x	x
56	CCCCCn1c(=O)[nH]c2c(c1=O)CCC2	-6.2%	-14.7%	15.1	-29.6	-5.2%	-0.7%	8.1
57	CCO/N=C(/C)c1c(O)cc(C(C)(C)C)n(-c2ccccc2)c1=O	u	-7.3%	-3.1	8.6	9.8%	0.9%	10.8
58	Cc1ccc(C(=O)NCC(=O)Nc2ccncc2)cc1C	u	-32.9%	-4.8	-73.8*	-5.1%	-0.2%	1.3

Screens from PubChem BioAssay.
